Rad51 HR inh: Rad51 (human) homologous recombination inhibition. Q06609. hRad51 DNA strand exchange, fluorescence dequenching. inhibition, % at 10 µM. actives 0.085% (n = 200,000). AID 1385;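 active means inhibition above 40% at the single screening dose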;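 further: 0% = DMSO control wells and 100% = blanks with heterologous ssDNA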
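Read-out basis: percent inhibition relative to plate controls and blanks / Assay system: human Rad51 nucleoprotein filaments preassembled on unlabelled ssDNA / Timing: filaments 15 min 37 °C, then compound 30 min / Control set: per-plate controls and blanks / Technique: fluorescence dequenching at 485/520 nm / Compound: 10 µM final, single point / Also added: Fluorescein- and BHQ1-tagged 47-mer duplex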
Furin inh: inhibitors of human furin; P09958; purified furin, fluorogenic substrate cleavage; inhibition, % at 30 µM; actives 0.061% (n = 220,000); in the data active means inhibition above about 25%; further: inactives centre near -15
KCC2 mod: modulators of human KCC2 chloride dependent transport; actives 2.2% (n = 190,000); Q9H2X9; B-score of Tl+ flux slope (higher = more flux/activation; lower = inhibition) at 10 µM; KCC2 cells, thallium flux FluoZin-2 fluorescence; AID 1456;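 active means thallium flux slope and its plate-corrected score both differing from the plate sample mean at a set confidence after two filtering rounds, in either direction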;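 further: slope of fluorescence scaled to starting intensity during 10 to 20 s after thallium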
Target sequence (Q9H2X9 whole entry, looked up): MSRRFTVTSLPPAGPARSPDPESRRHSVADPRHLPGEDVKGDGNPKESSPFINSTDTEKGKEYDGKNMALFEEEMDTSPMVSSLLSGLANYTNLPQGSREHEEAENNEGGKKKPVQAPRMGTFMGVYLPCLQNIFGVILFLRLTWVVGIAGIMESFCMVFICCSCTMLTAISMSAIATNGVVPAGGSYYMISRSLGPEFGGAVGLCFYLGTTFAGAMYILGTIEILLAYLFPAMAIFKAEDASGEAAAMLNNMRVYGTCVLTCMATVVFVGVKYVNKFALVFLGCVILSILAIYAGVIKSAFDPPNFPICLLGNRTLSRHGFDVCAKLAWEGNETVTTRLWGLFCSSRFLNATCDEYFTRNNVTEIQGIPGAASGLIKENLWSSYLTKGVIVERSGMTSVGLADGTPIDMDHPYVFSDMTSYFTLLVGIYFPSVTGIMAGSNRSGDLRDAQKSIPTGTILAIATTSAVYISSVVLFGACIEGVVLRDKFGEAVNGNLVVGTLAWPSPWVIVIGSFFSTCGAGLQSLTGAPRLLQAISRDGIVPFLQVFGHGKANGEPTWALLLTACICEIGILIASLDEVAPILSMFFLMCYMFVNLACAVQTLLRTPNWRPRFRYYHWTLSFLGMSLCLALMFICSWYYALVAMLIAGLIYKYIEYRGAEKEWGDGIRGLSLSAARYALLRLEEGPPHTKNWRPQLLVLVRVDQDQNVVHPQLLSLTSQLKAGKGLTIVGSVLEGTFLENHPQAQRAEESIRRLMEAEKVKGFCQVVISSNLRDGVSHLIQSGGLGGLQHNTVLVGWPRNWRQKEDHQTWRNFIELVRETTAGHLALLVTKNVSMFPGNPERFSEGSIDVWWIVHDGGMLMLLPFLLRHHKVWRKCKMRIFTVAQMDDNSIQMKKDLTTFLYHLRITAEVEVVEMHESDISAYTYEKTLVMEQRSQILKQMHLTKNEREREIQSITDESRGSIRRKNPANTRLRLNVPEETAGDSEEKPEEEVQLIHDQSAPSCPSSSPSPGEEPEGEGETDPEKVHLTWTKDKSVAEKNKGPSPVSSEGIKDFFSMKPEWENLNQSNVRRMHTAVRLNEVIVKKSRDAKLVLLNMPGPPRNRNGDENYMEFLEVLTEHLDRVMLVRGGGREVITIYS
Active calls of the source: *; . = no result given; [ ] = another dose, or the depositor's remark.

SMILES | Rad51 HR inh | Furin inh | KCC2 mod
CCc1c(C)nc(/N=C(/NC(=O)c2ccccc2)Nc2ccccc2OC)[nH]c1=O | . | -16.3[20 µM] | 0.519
Fc1cccc(-c2cc3nc4c(c(N5CCN(c6cnccn6)CC5)n3n2)CCCC4)c1 | . | -21.7[20 µM] | 0.656
N=c1c(S(=O)(=O)c2ccccc2)cc2c(=O)n3ccccc3nc2n1CCN1CCOCC1 | . | -38.1[20 µM] | 0.707
CCOC(=O)c1ccc(-n2nc(C(F)(F)F)c3c(C)cc(=O)oc32)cc1 | . | -6.5[20 µM] | 0.0117
Cc1cc(C(=O)CSCc2nnc3n(CCC(C)C)c(=O)c4ccccc4n23)c(C)n1C | . | -25.2[20 µM] | -0.424
Cc1cccc2c(=O)oc(-c3ccc4c(c3)C(=O)N(CC3CCCO3)C4=O)nc12 (stereo not given) | . | -20.6[20 µM] | -0.762
Cn1c(=O)c2c(-c3ccncc3)c3c(nc2n(C)c1=O)-c1ccccc1C3=O | . | -6.1[20 µM] | 0.0288
CN(C(=O)Cn1c(=O)n(CCCCC(=O)NC2CCCC2)c(=O)c2ccccc21)C1CCCCC1 | . | -8.4[20 µM] | 1.01
CC(C)OC(=O)c1c(N)sc2c1CCCC2 | . | -11.3[20 µM] | 1.02
O=C(CN1CCOCC1)N1CCN(C(=O)CN2CCOCC2)CC1 | . | -14.7[20 µM] | 0.767
COCCn1c(=O)c2c3c(sc2n(CC(N)=O)c1=O)CCCC3 | . | -17.8[20 µM] | -0.138
O=c1c2ccc(-c3nnc4n3-c3ccccc3SC4)cc2nc2n1CCCCC2 | . | 0.1[20 µM] | 0.141
CC(=O)OC(C(=O)Nc1ccccc1C)C(OC(C)=O)C(OC(C)=O)C(OC(C)=O)C(=O)Nc1ccccc1C (stereo not given) | . | -4.5[20 µM] | 0.515
Cc1cc(NCCN2CCOCC2)n2ncc(-c3ccc(Cl)cc3)c2n1 | . | -21.0[20 µM] | 4.85*
CC1=C(C)C(=O)NC(Nc2nc(C)c3cc(C)cc(C)c3n2)N1 (stereo not given) | . | -22.4[20 µM] | -0.38
CC1(C)Cc2c(sc3ncn4nc(-c5ccco5)nc4c23)CO1 | . | -23.7[20 µM] | -0.469
Cc1nn2c3c(cnc2c1-c1ccccc1)C(=O)CC(C)C3 (stereo not given) | . | -24.3[20 µM] | 0.903
Cc1nn(Cc2ccc(C(=O)Nc3ccc(Br)c4cccnc34)o2)c(C)c1Br | . | -15.4[20 µM] | 0.357
Cc1ccc2cc(C(c3nnnn3CC3CCCO3)N3CCCC4(CCCCC4)C3)c(=O)[nH]c2c1 (stereo not given) | . | -10.7[20 µM] | -2.36
N#Cc1c2c(c(N3CCN(c4ccccn4)CC3)n3c1nc1ccccc13)CCC2 | . | -19.1[20 µM] | 0.854
CCCC(C)C1C(C#N)=C(N)Oc2cc(C)oc(=O)c21 (stereo not given) | . | 23.6[20 µM] | -1.67
COC(=O)c1cc(OC)c(OC)cc1NC(=O)c1cc(C)on1 | . | -17.3[20 µM] | -0.364
O=C(CSc1ncnc2ccccc12)N1CCN(c2ccccc2)CC1 | . | -18.7[20 µM] | 0.916
CCc1ccc(C(C(=O)NC2CCCCC2)N(C(=O)CNC(=O)c2ccco2)c2cccnc2)cc1 (stereo not given) | . | -13.6[20 µM] | 0.817
CC1CCN(Cc2nc3c(c(=O)n(C)c(=O)n3C)n2Cc2c(F)cccc2Cl)CC1 | . | -10.6[20 µM] | -0.847
CCn1c(=N)c(C(N)=O)cc2c(=O)n3cccc(C)c3nc21 | . | -21.6[20 µM] | -1.53
Cc1ccc(C2c3c(oc4ccccc4c3=O)C(=O)N2c2nnc(C)s2)o1 (stereo not given) | . | -22.5[20 µM] | 0.113
Cc1nn2c3ccccc3nc2n(Cc2ccccc2)c1=O | . | 25.6*[20 µM] | 0.652
c1ccc(OCCSc2nnnn2C2CCCCC2)cc1 | . | -28.6 | -2.79
CCn1cc(C(=O)Nc2cc3c(cc2NC(C)=O)OCCO3)c(=O)c2ccc(C)nc21 | . | -6.6[20 µM] | -0.0277
Cn1c(=O)[nH]c(=O)c2c1nc(N1CCOCC1)n2CCSc1ncccn1 | . | 3.0[20 µM] | 0.038
COc1ccc(C(=O)Nc2ccccc2N2CCOCC2)cc1Br | . | -20.3 | -0.956
COc1cccc(/C=C/C(=C2\C(=O)N(c3ccccc3)N=C2C)c2ccc(Br)cc2)c1OC | . | -27.3[20 µM] | 0.349
Cc1cc(N2CCN(C)CC2)nc2ccc(NC(=O)CCC(=O)NCCC3=CCCCC3)cc12 | . | -32.3[20 µM] | -0.136
CCC(=O)OC1=C2C(=Nc3c(c(=O)n(C)c(=O)n3C)C2c2ccccc2)c2ccccc21 (stereo not given) | . | -16.8[20 µM] | 1.11
O=C(c1ccc(S(=O)(=O)N2CCC(c3nc4ccccc4s3)CC2)cc1)N1CCCCC1 | . | -12.3[20 µM] | -0.497
O=C1CCc2nc3sc4c(c3c(=O)n2N1)CCCC4 | . | -18.4[20 µM] | 1.02
CCOC(=O)c1cn2c3c(c(F)c(F)cc3c1=O)SC(N1CCOCC1)=N2 | . | -11.3[20 µM] | -0.219
Cc1noc(/C=C/N(C)C)c1S(=O)(=O)N1CCCC(C(=O)NCCC2=CCCCC2)C1 (stereo not given) | . | -21.3 | -0.559
O=C(CSc1nnc(-c2ccc(S(=O)(=O)N3CCCC3)cc2)o1)N1CCCC1 | . | -17.3[20 µM] | -0.532
COCCn1c(COc2ccccc2)nnc1SCC(N)=O | . | -31.6 | -0.263
Cc1cc(C)cc(NC(=O)CSCc2nc3c(nnn3Cc3ccc(F)cc3)c(=O)[nH]2)c1 | . | -14.1[20 µM] | -0.0109
Cc1ccc(C2(C)NC(=O)N(CC(=O)NC(=O)NC3CCCC3)C2=O)cc1 (stereo not given) | . | -22.8 | -0.549
CCOC(=O)N1CCN(c2ncnc3c2cnn3-c2ccc(OC)cc2)CC1 | . | 3.5 | -0.326
Cc1sc2c(c1C)c(=O)nc1scc(C)n12 | . | -20.7[20 µM] | -0.824
Cc1nc(NC2=NCN(CCN3CCOCC3)CN2)nc2c(C)cccc12 | . | -21.5[20 µM] | -0.482
Cc1ccc2c(C)nc(NC3=NCN(C(C)C)CN3)nc2c1 | . | -18.6[20 µM] | -0.279
N#Cc1cc2c(=O)n3ccccc3nc2n(CC2CCCO2)c1=N (stereo not given) | . | -86.8[20 µM] | -0.251
CCN(CC)CCCN1C(=O)C(=O)/C(=C(/O)c2cnn(-c3ccccc3)c2C)C1c1ccncc1 (stereo not given) | . | -19.8[20 µM] | 0.097
O=C(Cn1ccc2ccccc2c1=O)NCCC(=O)N1CCN(C(=O)c2ccco2)CC1 | . | -7.8[20 µM] | 0.314
CN(C=O)CP(=O)(O)CCN1CCCC1=O | . | -5.7[20 µM] | 0.017
CCOC(=O)c1c(-c2ccccc2)oc2cc(CN(C)C)c(O)c(CN(C)C)c12 | . | -21.3[20 µM] | -0.0282
CCCCCc1c(O)nc(SCC(=O)O)[nH]c1=O | . | -14.1[20 µM] | 0.00234
O=C(O)Cn1cnc2scc(-c3cccs3)c2c1=O | . | -21.5 | -0.412
CCOC(=O)c1sc(NC(=O)CSc2nc(-c3ccco3)cc(C(F)(F)F)n2)c(C(=O)OC(C)C)c1C | . | -15.3[20 µM] | -0.0925
Cc1nc2cc(N3CCOCC3)c(NC(=O)C3CC3)cc2c(=O)n1Cc1ccccc1 | . | -22.6 | -0.0417
Cn1c(=O)c2c(nc(SCC(=O)N(C3CCCCC3)C3CCCCC3)n2C)n(C)c1=O | . | -20.6[20 µM] | 1.03
Cc1ccc(S(=O)(=O)Nc2ccc3c4c(cccc24)CC3)c(C)c1 | 1.3 | -23.7[20 µM] | 0.219
CCn1c(C2CC(=O)N(c3ccc(C)c(C)c3)C2)nc2ccccc21 (stereo not given) | 1.1 | -23.3 | -0.0963
COCCCNC(=O)CSc1nc2ccc(N3CCOCC3)cc2c(=O)n1CCc1ccccc1 | -9.7 | -11.8[20 µM] | 2.34
Next part
SMILES | Rad51 HR inh | Furin inh | KCC2 mod
CC1CCN(CCC(=O)Nc2ccc(Br)cc2)CC1 | -3.0 | -6.8[20 µM] | 0.543
COc1cccc(/C=N/NC(=O)C(=O)N2CCCC2)c1 | 0.2 | -30.8[20 µM] | -0.563
CCCCn1c(SCC(=O)Nc2sc3c(c2C(N)=O)CCC3)nnc1-c1ccccc1 | -1.0 | -25.9[20 µM] | -0.479
CS(=O)(=O)N(CC(=O)N1CCN(c2ccccc2)CC1)c1ccccc1Cl | 11.2 | 2.0[20 µM] | 1.85
O=C(c1c(F)c(F)c(F)c(F)c1F)N1CCc2ccccc21 | -1.1 | -17.0[20 µM] | 0.947
CCC(=O)NC(=S)Nc1ccccc1C(F)(F)F | 0.5 | -12.3[20 µM] | -0.279
CCNc1ccc(Br)cc(C(=O)/C=C/c2ccccc2Cl)c1=O | -8.0 | -22.3[20 µM] | -0.664
CC1(C)Cc2c(cnn2-c2ccccc2)C(=O)/C1=N\NC(=O)c1ccncc1 | -11.9 | 0.1[20 µM] | 0.00561
O=C(CCn1c(=O)sc2ccccc21)NCCN1CCOCC1 | 2.6 | -14.2 | 0.55
CC(C)(C)c1nnc(NS(C)(=O)=O)s1 | 1.2 | -23.0[20 µM] | -0.0652
CCOC(=O)Cc1csc(NC(=O)CCCCCN2C(=O)c3cccc4cccc(c34)C2=O)n1 | 5.1 | -11.9[20 µM] | 0.151
COc1cc2nc(-c3cccs3)oc(=O)c2cc1OC | -0.2 | -14.9[20 µM] | 0.566
Cc1ccc(-c2nnc(-c3ccccc3)o2)cc1Br | 2.1 | -23.7[20 µM] | -1.09
CC(=O)N1CCC(N(CCN2CCOCC2)C(=O)Nc2ccc(Cl)c(Cl)c2)CC1 | -3.4 | -16.6 | 0.931
COc1ccc(CCC(=O)NCc2cn3ccsc3n2)cc1 | 1.0 | -16.5[20 µM] | 0.485
O=C(Nc1ccccc1Cl)c1c(F)c(F)c(F)c(F)c1F | 5.1 | 1.2[20 µM] | -0.0833
CC1CCCCN1Cc1nc2c(c(=O)n(C)c(=O)n2C)n1CCCc1ccccc1 (stereo not given) | 0.0 | -13.9[20 µM] | -1.73
CCOC(=O)C1=C(O)/C(=C/c2cn(CC(=O)NCC3CCCO3)c3ccccc23)SC1=Nc1ccc(C)cc1 (stereo not given) | -105.5 | -15.4[20 µM] | -0.141
Cc1ccc(Nc2nc(-c3ccc(S(=O)(=O)N4CCOCC4)cc3)cs2)cc1 | -2.4 | -28.3[20 µM] | -0.39
Cc1ccc(N=C2N=C(N)c3ccccc32)cc1C | 2.5 | -12.1[20 µM] | -0.671
O=C(CN1CCOc2ccccc21)NC1CC1 | -2.2 | -4.4 | 1.07
CC(C)(C)Cc1nnc(NS(C)(=O)=O)s1 | -8.5 | -15.2[20 µM] | 0.0103
Cc1ccc(CCN2CC(C(=O)NCc3cccnc3)CC2=O)cc1 (stereo not given) | 5.7 | -25.8 | 0.644
CCOC(=O)c1sc(NC(=O)C(CC)Sc2nc3ccccc3[nH]2)nc1C (stereo not given) | 1.7 | -16.5[20 µM] | -0.815
Cc1cc(C)c(NC(=O)CSc2nc3ccc(NC(=O)CSc4nnnn4Cc4ccccc4)cc3s2)c(C)c1 | -0.6 | -16.3[20 µM] | 0.036
COC(=O)Cn1c(=NC(=O)C2CC2)sc2c(C)cc(C)cc21 | -3.7 | -25.0 | -1.13
CCCOC(=O)CC1C(=O)NCCN1Cc1ccccc1C (stereo not given) | -4.8 | -25.0 | -0.596
S=C(Nc1ccc(Cl)cc1)N1CCOCC1 | 3.3 | -10.7[20 µM] | 1.7
Cc1ccnc(SCCn2c(N3CCOCC3)nc3c2c(=O)[nH]c(=O)n3C)n1 | 3.7 | -8.3[20 µM] | 0.0961
O=S(=O)(NCC1CCCO1)c1ccc(S(=O)(=O)N(Cc2ccc(F)cc2)C2CCCCC2)cc1 (stereo not given) | -4.6 | -7.5[20 µM] | 0.4

A second format for part of the listing above.
| SMILES | Rad51 HR inh | Furin inh | KCC2 mod |
| --- | --- | --- | --- |
| CCOC(=O)C1=C(O)/C(=C/c2cn(CC(=O)NCC3CCCO3)c3ccccc23)SC1=Nc1ccc(C)cc1 (stereo not given) | -105.5 | -15.4[20 µM] | -0.141 |
| Cc1ccc(Nc2nc(-c3ccc(S(=O)(=O)N4CCOCC4)cc3)cs2)cc1 | -2.4 | -28.3[20 µM] | -0.39 |
| Cc1ccc(N=C2N=C(N)c3ccccc32)cc1C | 2.5 | -12.1[20 µM] | -0.671 |
| O=C(CN1CCOc2ccccc21)NC1CC1 | -2.2 | -4.4 | 1.07 |
| CC(C)(C)Cc1nnc(NS(C)(=O)=O)s1 | -8.5 | -15.2[20 µM] | 0.0103 |
| Cc1ccc(CCN2CC(C(=O)NCc3cccnc3)CC2=O)cc1 (stereo not given) | 5.7 | -25.8 | 0.644 |
| CCOC(=O)c1sc(NC(=O)C(CC)Sc2nc3ccccc3[nH]2)nc1C (stereo not given) | 1.7 | -16.5[20 µM] | -0.815 |

(more compounds)
SMILES | Rad51 HR inh | Furin inh | KCC2 mod
CC(=O)c1ccc(S(=O)(=O)N2CCN(c3nc4c(C)c(C)ccc4cc3C#N)CC2)cc1 | 2.5 | -3.7[20 µM] | -0.487
COc1ccccc1-n1c(=O)c2c3c(sc2n2c(SC)nnc12)CCC3 | -13.2 | -2.1[20 µM] | -0.184
Cc1nnc2sc(-c3ccc(NC(=O)c4ccc(-c5ccc(Cl)cc5Cl)o4)cc3)nn12 | -3.9 | -12.4[20 µM] | 2.37
COc1nnc(-c2ccc(N3CCCCC3)c(N)c2)c2ccccc12 | -1.3 | -22.7[20 µM] | -3.1

Screens from PubChem BioAssay.

Some of the compounds tested; count on the stated rates, not on these rows.
